GPR55 antagonists: GPR55 antagonists blocking LPI-driven arrestin recruitment, primary screen, imaging, U2OS, beta-arrestin-GFP, LPI agonist (AID 2013). U2OS GPR55 beta-arrestin-GFP translocation imaging, LPI antagonism; higher % means a stronger effect. inhibition, % at 10 µM, or IC50 in µM where a hit was titrated. 0.13% of 290,000 active;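 active = spots per cell inhibited over 60%, with over 100 cells counted and total cytoplasm intensity under 500,000; inconclusive = wells with under 100 cells, flagged as likely toxic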;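 also: U2OS cells stably carrying GPR55 and arrestin-GFP stimulated by 5 µM LPI near EC80; imaged beta-arrestin-GFP aggregate spots per cell after agonist stimulation; plate controls were LPI-stimulated DMSO wells for no effect and DMSO wells without LPI for full effect; some results filed as inactive read as strong as hits; confirmed hits need IC50 under 10 µM and bright autofluorescent wells are also inconclusive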
NTR1 ag: agonists of NTR1, primary screen, imaging, U2OS cells, beta-arrestin-GFP, high content (AID 493036); P30989; NTR1-U2OS beta-arrestin-GFP spot imaging, agonist mode; activation, % at 20 µM; 0.17% of 330,000 active;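 active = activation at or above 40% of the spot to cytoplasm intensity ratio, with at least 20 cells analyzed; inconclusive = wells under 20 cells, flagged as cytotoxic or low count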;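 also: 0% = DMSO without peptide and 100% = 100 nM NTR1 peptide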
Target sequence (P30989 whole entry, looked up): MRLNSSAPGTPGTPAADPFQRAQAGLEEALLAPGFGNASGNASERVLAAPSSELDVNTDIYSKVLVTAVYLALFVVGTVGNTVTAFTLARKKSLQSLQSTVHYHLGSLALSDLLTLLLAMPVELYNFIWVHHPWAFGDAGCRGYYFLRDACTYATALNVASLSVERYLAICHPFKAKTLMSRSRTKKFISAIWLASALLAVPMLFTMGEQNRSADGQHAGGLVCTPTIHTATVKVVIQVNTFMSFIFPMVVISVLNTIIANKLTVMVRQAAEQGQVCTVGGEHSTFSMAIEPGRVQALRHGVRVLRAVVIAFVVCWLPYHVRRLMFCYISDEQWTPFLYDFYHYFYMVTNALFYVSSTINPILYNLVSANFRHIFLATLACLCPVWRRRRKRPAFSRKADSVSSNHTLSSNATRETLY
HIV peptide binding: cell-free HIV fusion peptide-binding blockers – biochemical, uHTS, fluorescence dequenching, primary screen (AID 1986). 0.3% of 290,000 active. cell-free peptide binding, fluorescence dequenching, 30 min; higher % means a stronger effect. inhibition, % at 20 µM; hits with a dose series show IC50 in µM; in the data active = inhibition mostly above about 52%, no sharp cut-off; inactive = mostly below about 76%; also: some results filed as inactive read as strong as hits
Dengue-2 NS5 capping: Dengue-2 NS5 methyltransferase inhibitors, primary screen, biochemical, confirmation dose response (AID 588689) | 0.3% of 340,000 active | inhibition, % at 25 µM; hits with a dose series show IC50 in µM | Dengue-2 NS5 methyltransferase capping enzyme assay, biochemical; higher % means a stronger effect; in the data active = a potency from the dose series; inconclusive = inhibition above about 29% without an active follow-up result
K1F lysis inhibition: inhibition of K1F phage lysis, E. coli UTI89, bacterial capsule biogenesis inhibitors, alamar blue (AID 488966). inhibition, % at 100 µM, or IC50 in µM where a hit was titrated. E. coli UTI89 K1F phage lysis, alamar blue, 2 h; higher % means a stronger effect. 0.02% of 340,000 active;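 active = phage lysis inhibition, versus mean bacterial control, above a set limit; inconclusive = no clear call, values can overlap the other calls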;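 also: capsule biogenesis inhibitors block K1F phage lysis so surviving cells raise fluorescence; higher fluorescence means more inhibition of phage lysis; actives were called in the ten point dose series up to 300 µM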
GPR55 activation: GPR55 agonists via beta-arrestin recruitment, primary screen, imaging, U2OS cells, beta-arrestin-GFP redistribution (AID 1961); 0.048% of 290,000 active; U2OS GPR55 beta-arrestin-GFP redistribution imaging; higher % means a stronger effect; activation, % at 10 µM, or EC50 in µM where a hit was titrated;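 active = activation above 40% with more than 50 cells counted in the well; inconclusive = wells holding fewer than 50 cells, flagged as toxic or sparse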;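 also: U2OS osteosarcoma cells stably expressing GPR55 and beta-arrestin-GFP; plate controls were DMSO negative control for no effect and LPI positive control for full effect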
Siah-1 displacement: Siah-1 peptide-binding antagonists, primary screen, biochemical, fluorescence polarization, rhodamine-plectin, uHTS (AID 1817). Siah-1 / rhodamine-plectin peptide fluorescence polarization; higher % means a stronger effect. displacement, % at 20 µM; hits with a dose series show IC50 in µM. 0.02% of 290,000 active;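 active = displacement of at least 50% at 20 µM, with a fluorescence ratio check between 0.3 and a set limit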;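 also: plate controls were Siah plus tracer with DMSO for no effect and tracer alone without Siah for full effect; strong numbers were not always called active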
AID2073: disruptors of CaV2.2 binding to Mint1 – biochemical, HTRF (AID 2073). HTRF protein-protein interaction, Mint1-CaV2.2; higher % means a stronger effect. 0.19% of 290,000 active. one-dose inhibition, % at 20 µM; IC50 in µM for titrated hits; in the data active = inhibition mostly above about 51%, no sharp cut-off; inconclusive = no clear call, values can overlap the other calls; inactive = mostly below about 53%; also: some results filed as inactive read as strong as hits
GPR35 arrestin U2OS: GPR35 antagonists blocking zaprinast-driven arrestin recruitment, primary screen, imaging, U2OS, beta-arrestin-GFP, zaprinast agonist (AID 2058). U2OS GPR35 beta-arrestin-GFP translocation imaging, zaprinast antagonism; higher % means a stronger effect. one-dose inhibition, % at 10 µM; IC50 in µM for titrated hits. 0.052% of 290,000 active;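 active = inhibition of at least 50% with at least 30 cells and total cytoplasm GFP at most 10,000,000; inconclusive = under 30 cells or total GFP of 10,000,000 plus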
NTR1 ag cell count 20 µM: further read-out of NTR1 ag, marked with its call; cell count; measured here: cell count, cytotoxicity flag
Dengue-2 NS5 capping pilot replicate: also measured in Dengue-2 NS5 capping; calls as there; inhibition, %; measured here: pilot screen replicate inhibition
* hit, by the source's call; ? = inconclusive; / = not tested or not shown; [ ] = another dose, or the depositor's remark.

SMILES	GPR55 antagonists	NTR1 ag	NTR1 ag cell count 20 µM	HIV peptide binding	Dengue-2 NS5 capping	K1F lysis inhibition	GPR55 activation	Siah-1 displacement	AID2073	GPR35 arrestin U2OS	others
N/C(=N\OC(=O)COc1ccc([N+](=O)[O-])cc1)c1cccnc1	8%	-0.2	45	0.4%	-2%	-0.5%	-0.3%	6%	3%	2%
CCCn1nnnc1SCC(=O)N1CCCCC1	-8%	-1.2	44	-1.0%	0%	0.2%	-0.1%	3%	10%	3%
O=C(NC(=S)NCCCN1CCOCC1)c1ccc(Br)cc1	2%	-0.4	41	-1.0%	-3%	1.3%	0.1%	-6%	-15%	0%
Cc1ccc(S(=O)(=O)N2CCN(C(=O)c3ccccn3)CC2)c(C)c1	-2%	0.0	44	-1.2%	-1%	-0.4%	0.0%	-5%	4%	19%
CCC(C)NC(=O)Nc1ccc(F)c(Cl)c1 (configuration not stated)	13%	0.2	48	-0.1%	-4%	0.2%	-0.1%	11%	-3%	-7%
CCOC(=O)CN1C(=O)C2Cc3ccccc3CN2C1=S (configuration not stated)	7%	-1.0	33	8.8%	-16%	1.9%	0.1%	-1%	-22%	4%
CN(Cc1ccccc1)Cc1nc2c([nH]1)c(=O)[nH]c(=O)n2C	-11%	1.2	90	0.1%	-5%	0.5%	0.2%	-3%	3%	0%	Dengue-2 NS5 capping pilot replicate=0.6
CC1CN(CCCCSc2ccc(Cl)cc2)CC(C)O1 (configuration not stated)	-24%	1.0	53	-0.7%	-4%	-0.1%	0.8%	4%	-7%	-4%
Cc1ccc(C)c(OCC(=O)Nc2ccccc2N2CCCC2)c1	43%	4.8	69	-1.9%	-4%	0.0%	-0.1%	0%	-3%	0%
CCC(=O)Nc1ccc(-c2nnc(SCC(=O)NCC3CCCO3)n2C)cc1 (configuration not stated)	3%	-0.9	42	-0.9%	-4%	5.5%	-0.1%	0%	2%	-5%
CCOc1cc(/C=N/NC(=O)OC)ccc1OCCSc1ccc(Cl)cc1	7%	5.8	78	5.6%	2%	0.5%[50 µM]	0.0%	8%	25%	3%
Cc1nc2cc(S(=O)(=O)N3CCC(C(=O)O)CC3)ccc2n1C1CCCC1	-2%	1.1	54	-1.1%	4%	0.3%	-0.2%	0%	47%	16%
CC1(C)CC(=O)CC2(C1)NCC(c1ccccc1)c1c2[nH]c2ccccc12 (configuration not stated)	10%	2.0	42	-1.6%	-6%	-0.4%	-0.5%	-4%	-6%	-3%
CCOC(=O)C1CCCN(C(=O)c2cc(-c3ccc(C)cc3)on2)C1 (configuration not stated)	4%	-0.7	51	-3.9%	2%	0.5%	-0.1%	0%	-2%	-20%
O=C(CNC(=O)c1ccccc1)Oc1ccc([N+](=O)[O-])cc1	27%	1.2	44	-2.0%	-1%	0.8%	0.3%	2%	0%	6%
O=C(CCc1nc(-c2ccccc2)no1)Nc1cc(C(F)(F)F)ccc1Cl	5%	5.2	71	-0.2%	-4%	0.7%	-0.2%	-2%	-7%	-4%
CN1CCN(CCC(=O)Nc2ccc(C3CCCC3)cc2)CC1	6%	1.3	48	-1.2%	-2%	0.0%	0.2%	4%	-3%	2%
O=[N+]([O-])c1ccc(OCCO)nc1	10%	0.6	45	-2.1%	-1%	0.1%	-0.2%	6%	-1%	-24%
Cc1cc(N/N=C/c2ccccc2)nc(N)n1	5%	-0.5	59	0.2%	1%	-1.4%[50 µM]	-0.1%	4%	-3%	-3%
CCOc1ccc2[nH]c(=O)c(CN(Cc3cccs3)C(CC)c3nnnn3C(C)(C)CC)cc2c1 (configuration not stated)	-2%	/	/	7.4%	-9%	0.1%	-0.1%	-1%	5%	6%
Cc1nc(N2CCN(c3ccccn3)CC2)c2c(C)c(C(=O)Nc3ccc(F)cc3Cl)sc2n1	3%	0.6	44	-1.3%	-38%	0.3%	0.0%	2%	?	25%
CCOC(=O)c1ccc(NC(=O)CCNS(=O)(=O)c2cccs2)cc1	-5%	0.5	32	0.6%	-7%	-0.2%	-0.2%	10%	-3%	-3%
CCN1CCN(CCCNC(=O)C2CCN(c3nnc(-n4cccc4)s3)CC2)CC1	4%	-0.9	50	0.2%	7%	0.3%	0.1%	6%	-5%	18%
CN=c1scc(-c2ccccc2F)n1/N=C(\C)c1cccnc1	-10%	1.7	51	-1.1%	-8%	-0.7%	0.2%	-4%	-10%	-13%
Cc1ccc(C(=O)NC2CCS(=O)(=O)C2)cc1S(=O)(=O)N1CCCC1 (configuration not stated)	27%	-0.2	56	-1.7%	-8%	0.0%	-0.1%	7%	-2%	11%
O=c1c(Cc2c(F)cccc2Cl)c(O)ccn1C1CCCCCC1	12%	0.3	43	-0.6%	-10%	0.6%	0.5%	-3%	-5%	-4%
Cc1ccc(S(=O)(=O)Nc2ccccc2C(O)c2ccccc2)cc1 (configuration not stated)	-3%	1.5	75	-0.2%	-6%	0.0%	-0.1%	3%	-12%	-6%
Cc1nc2ccccc2c2oc(C(=O)NCC3CCCO3)cc12 (configuration not stated)	1%	-1.1	88	-1.4%	1%	1.4%	-0.1%	0%	4%	4%
CN(C(=O)Cc1c[nH]c2ccccc12)C(C(=O)Nc1ccc2c(c1)OCO2)c1ccccc1 (configuration not stated)	5%	4.3	23	1.9%	-5%	0.5%	0.5%	-1%	2%	13%
Cc1ccc(-c2cn3cc([N+](=O)[O-])ccc3n2)cc1	-4%	1.3	52	-1.7%	-4%	-0.2%[50 µM]	0.5%	-6%	1%	22%
Cc1ncc(CO)c(/C=N/Nc2ccc(C(F)(F)F)cn2)c1O	8%	-2.7	34	3.6%	1%	0.6%	-0.2%	1%	9%	4%
O=c1c2sccc2nc(SCc2cc(=O)n3cc(Cl)ccc3n2)n1-c1ccc(F)cc1	-6%	2.4	67	1.6%	2%	0.5%	0.5%	1%	14%	14%
COC(=O)c1cccc(NC(=O)Cc2ccsc2)c1	1%	0.1	89	0.1%	2%	0.1%	1.0%	-1%	12%	-1%
CN1C(=O)[C@H](Cc2ccc([N+](=O)[O-])cc2)NC1=S	1%	1.1	73	-0.3%	-4%	0.2%	-0.3%	2%	2%	5%
O=c1c(S(=O)(=O)c2ccc(Cl)cc2)cn(Cc2cccc(F)c2)c2ccc(F)cc12	-4%	5.4	34	-1.1%	-8%	0.7%	-0.2%	4%	12%	-5%
CC(O)c1nc2ccccc2n1CCCOc1ccccc1 (configuration not stated)	0%	-0.5	56	-1.1%	-6%	0.2%	0.7%	5%	57%	19%
Cc1ccc(F)cc1NCC(=O)Nc1ccc(Cl)cc1F	-4%	-0.9	64	0.6%	4%	-0.8%	-0.2%	-4%	-1%	-3%
CCOC(=O)COc1ccc(S(=O)(=O)NCc2ccco2)cc1	12%	-0.5	51	9.2%	3%	1.6%	0.2%	-2%	16%	-10%
Cc1ccc(OCCN2C(=O)C(=O)c3cc(C)ccc32)cc1	0%	2.9	63	-2.3%	-1%	1.0%	0.2%	5%	5%	5%
Cc1ccc(NC2CCCN(C(=O)c3ccccn3)C2)cc1C (configuration not stated)	8%	-0.2	52	-0.2%	6%	0.3%	-0.1%	4%	-3%	3%
COCCN1C(=O)N(c2ccc(OC)cc2)C(=O)C1CC(=O)Nc1cccc(F)c1 (configuration not stated)	13%	0.2	63	1.4%	-16%	0.0%	-0.1%	6%	11%	-3%
COC(=O)COc1ccc(S(=O)(=O)NCc2ccncc2)cc1	-7%	0.3	52	-2.3%	-1%	4.9%	0.3%	1%	-3%	2%
O=C(COC(=O)c1ccc(N2CCCC2=O)cc1)NCc1ccco1	-7%	1.0	72	4.1%	1%	4.5%	-0.2%	0%	0%	1%
CCN(CC)CC(=O)Nc1ccc(Oc2ccc(NC(=O)CN(CC)CC)cc2)cc1	1%	-0.6	40	0.2%	/	/	0.4%	-4%	-4%	26%
COC(=O)c1ccc(C2C(C(=O)Nc3ccc(C)cc3C)=C(C)Nc3ncnn32)cc1 (configuration not stated)	-4%	-1.2	60	0.0%	1%	0.3%	-0.2%	2%	-7%	5%
COc1ccc(C(=O)C(CN2CCOCC2)c2ccccc2)cc1 (configuration not stated)	12%	0.9	50	1.5%	-7%	-0.4%[50 µM]	-0.1%	1%	-2%	10%
CCCC(=O)Nc1c2c(nc3ccccc13)N(c1ccccc1)CC2	7%	2.1	55	0.8%	7%	0.1%	0.6%	8%	27%	-10%
Cc1cc(C(C)(C)C)cc(S(=O)(=O)NCCO)c1C	-10%	-1.1	34	-0.2%	-3%	-0.5%	-0.1%	-2%	40%	-2%
C=CCn1c(-c2ccc(OC)cc2)csc1=Nc1c(C)n(C)n(-c2ccccc2)c1=O	-1%	0.6	41	0.8%	-3%	-0.1%	-0.1%	-3%	-3%	12%
CC(=O)CC(=O)Nc1ccccc1NC(C)=O	6%	-1.0	52	0.7%	5%	1.1%	-0.1%	-2%	-2%	12%

Additional entries.
SMILES	GPR55 antagonists	NTR1 ag	NTR1 ag cell count 20 µM	HIV peptide binding	Dengue-2 NS5 capping	K1F lysis inhibition	GPR55 activation	Siah-1 displacement	AID2073	GPR35 arrestin U2OS	others
Cc1ccc(CNC(=O)CCC2CCCN(Cc3cc4ccccc4o3)C2)o1 (configuration not stated)	-3%	1.0	66	-1.2%	-1%	0.0%	-0.3%	2%	8%	-2%
COc1ccc(N(C(=O)Cn2nnc3ccccc32)C(C(=O)NCc2ccco2)c2ccncc2)cc1 (configuration not stated)	31%	-0.2	66	2.1%	-6%	-0.1%	-0.2%	12%	3%	15%
Cc1c(CC(=O)O)c(=O)oc2c(C)c(OCc3nn[nH]n3)ccc12	4%	1.8	49	-0.5%	2%	1.0%	0.3%	-3%	14%	20%
Cn1c(CN2CCN(C(=O)c3ccccc3Cl)CC2)nc2cc([N+](=O)[O-])ccc21	7%	-1.3	84	3.0%	-4%	0.3%	-0.3%	-2%	-6%	-8%
C=CCNC(=O)COC(=O)CCC(=O)c1cccs1	2%	4.9	50	-0.5%	0%	1.3%[50 µM]	0.0%	-3%	5%	10%
CCOC(=O)CSc1n[nH]c(NC(=O)c2cccc(C)c2)n1	17%	0.4	62	-0.9%	-4%	6.8%	0.8%	2%	3%	5%
O=C(CSc1ccc(Cl)cc1)N/N=C/c1cccnc1	9%	0.7	63	-0.8%	-4%	0.8%	-0.5%	-2%	-3%	7%

Compound activity: PubChem BioAssay, several laboratories

Rows are unselected (roughly 1.2% active in at least one column).
